EP2 modulator = modulators of human EP2 prostaglandin E2 receptor. P43116. EP2-expressing cells, cAMP HTRF FRET, PGE2 co-stimulation. induction, % at 25 µM. 0.83% of 260,000 active;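 active = compounds whose cAMP rise, as percent of the full-agonist control response, exceeds 60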;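 note: rat C6 glioma line stably carrying human EP2 under a CMV promoter; the protocol text gives 20 µM as final concentration; 100% = response of wells given 1 µM PGE2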
Hck Nef HTS = blocks Nef-activated human Hck kinase. Recombinant Hck-YEEI plus Nef, Z-Lyte FRET kinase assay. inhibition, % at 20 µM. 0.68% of 220,000 active. P08631. AID 463187;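 active = Hck-Nef kinase inhibition above about 50%, limit read from the data; inactive = inhibition below that limit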;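 note: 0% = DMSO with Hck plus Nef and 100% = Hck alone without Nef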
Runt-CBFb FRET = blocks binding of human RUNX1 Runt domain to CBFb; Q01196+Q13951; inhibition, % at 20 µM; Cerulean-Runt/Venus-CBFb FRET ratio 530/480, 1 h; AID 1496; 0.46% of 220,000 active;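 active = inhibition over about 50% at 20 µM in the single-dose screen, limit read from the data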;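 note: 0% = DMSO wells and 100% = excess unlabeled CBFb competitor control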
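Assay system: Cerulean-Runt domain / Medium: Tris 50 mM pH 7.5, KCl, K2SO4, 0.01% BSA / Timing: protein complex preformed 1 h, compound exposure 1 h, room temperature, dark / Measured by: FRET, excitation 422 nm, emission at 530 and 480 nm / Evaluation: loss of energy transfer signal / Control set: 5 µM unlabeled CBFb as full-inhibition high control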
TNF death inh = TNF-alpha cell death inhibition in Jurkat FADD-/- cells; activation (protection from cell death), % at 10 µM; Jurkat FADD-/- TNF necroptosis rescue, ATP luminescence, 24 h; 0 = TNF only, 100 = no-TNF cells; AID 463075; 0.068% of 220,000 active;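 active = activation, meaning protection from cell death, of at least 50% relative to plate controls; inactive = activation below 50%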;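 note: necroptosis triggered by 40 ng/mL TNF-alpha added together with compound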
EP2 antag = inhibitors of human EP2 prostaglandin E2 receptor | P43116 | 0.52% of 260,000 active | inhibition, % at 25 µM | C6 glioma cells expressing human EP2, cAMP TR-FRET; cells stimulated with saturating PGE2;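 active = percent inhibition above 40 after rounding to a whole number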;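 note: rat C6 glioma host cells with rolipram phosphodiesterase inhibitor present; the protocol text gives 20 µM as final concentration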
Runt-SMMHC FRET = Runt domain-CBFb-SMMHC interaction inhibition; Q01196+Q13951; Cerulean-Runt/Venus-CBFb-SMMHC FRET ratio 530/480, 1 h; 0.74% of 220,000 active; inhibition, % at 20 µM;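 active = mean inhibition across duplicate retests at 20 µM reaching about 50%, limit read from the data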;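 note: 0% = DMSO wells and 100% = wells with excess untagged CBFb-SMMHC; inhibitors lower the FRET ratio by blocking Runt binding to CBFb-SMMHC; some results filed as inactive read as strong as hits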
L929 necroptosis = blocks zVAD induced death of L929 cells | 0.38% of 220,000 active | AID 1377 | L929 zVAD necroptosis rescue, ATP luminescence, 24 h; with zVAD 60 µM | viability rescue, % at 10 µM;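 active = activation, scaled between plate controls, above about 75%, limit read from the data; inactive = activation under that limit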;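 note: 0% = zVAD with DMSO and 100% = DMSO alone without zVAD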
PERK inh = human PERK inhibition, primary cell-based screen | CHO PERK-DD fusion, SEAP luminescence translation reporter | inhibition, % at 5.6 µM | 0.17% of 220,000 active | Q9NZJ5;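 active = inhibition above the mean inhibition of all tested compounds plus 3 SD, set separately per screening campaign, cut at about 2.9% in these data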;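 note: PERK kinase domain activated by AP20187 dimerizer at 100 nM; 0% = DMSO with dimerizer and 100% = rapamycin at 8.4 µM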
Target sequence (Q9NZJ5 whole entry, looked up, the tested form may be a part): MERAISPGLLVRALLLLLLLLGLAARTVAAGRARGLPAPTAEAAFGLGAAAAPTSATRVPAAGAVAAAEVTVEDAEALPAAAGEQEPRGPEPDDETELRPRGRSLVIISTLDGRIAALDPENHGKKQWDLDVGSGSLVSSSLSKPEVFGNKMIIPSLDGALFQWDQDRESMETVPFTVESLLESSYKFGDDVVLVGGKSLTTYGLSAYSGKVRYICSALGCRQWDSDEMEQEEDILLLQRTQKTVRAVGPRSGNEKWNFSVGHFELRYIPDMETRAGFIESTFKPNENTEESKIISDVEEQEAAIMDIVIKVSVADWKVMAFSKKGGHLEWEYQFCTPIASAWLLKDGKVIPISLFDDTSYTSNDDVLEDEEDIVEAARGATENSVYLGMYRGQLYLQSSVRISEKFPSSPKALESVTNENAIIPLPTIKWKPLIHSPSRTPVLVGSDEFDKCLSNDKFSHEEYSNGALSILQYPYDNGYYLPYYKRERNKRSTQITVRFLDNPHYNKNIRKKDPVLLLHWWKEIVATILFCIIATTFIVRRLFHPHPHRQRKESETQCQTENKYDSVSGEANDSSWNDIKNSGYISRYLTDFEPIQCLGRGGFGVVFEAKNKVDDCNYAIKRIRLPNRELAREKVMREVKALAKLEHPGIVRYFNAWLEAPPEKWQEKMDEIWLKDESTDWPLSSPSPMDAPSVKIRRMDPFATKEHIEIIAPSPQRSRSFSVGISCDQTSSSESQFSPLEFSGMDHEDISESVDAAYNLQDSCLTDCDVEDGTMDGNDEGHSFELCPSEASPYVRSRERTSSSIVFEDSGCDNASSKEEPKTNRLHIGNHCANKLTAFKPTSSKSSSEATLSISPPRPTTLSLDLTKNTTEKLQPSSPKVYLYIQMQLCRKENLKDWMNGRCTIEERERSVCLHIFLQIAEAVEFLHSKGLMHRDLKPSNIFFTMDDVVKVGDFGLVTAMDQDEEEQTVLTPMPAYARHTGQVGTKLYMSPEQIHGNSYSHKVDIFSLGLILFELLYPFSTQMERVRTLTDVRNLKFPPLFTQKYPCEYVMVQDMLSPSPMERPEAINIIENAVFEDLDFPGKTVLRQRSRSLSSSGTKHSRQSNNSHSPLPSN
RBBP9 inhibitor = inhibitors of human serine hydrolase RBBP9; 0.2% of 220,000 active; recombinant RBBP9, FP-Rh probe fluorescence polarization; O75884; inhibition, % at 7.94 µM;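 active = inhibition above the campaign mean of all tested compounds plus 3 SD, cut at about 14% in these data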;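 note: plate controls were DMSO wells with RBBP9 for no effect and wells lacking RBBP9 protein for full effect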
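Test system – recombinant human RBBP9 · Input – RBBP9 2.5 µM in dispensing solution, pre-mixing · Medium – Tris buffer pH 8.0, NaCl, Pluronic · Schedule – preincubation 30 min plus labeling 45 min at 25 °C · Measured by – fluorescence polarization · Measure – % inhibition · Controls – DMSO and no-protein wells · Replicates – one well per compound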
The depositor's hits bear a star; · = not tested or not shown; & = joins results of further samples. This is a subset (hit frequency here may not be typical).

Every second line gives: EP2 modulator | Hck Nef HTS | Runt-CBFb FRET | TNF death inh | EP2 antag | Runt-SMMHC FRET | L929 necroptosis | PERK inh | RBBP9 inhibitor
Cc1onc(-c2ccccc2Cl)c1C(=O)N/N=C(\N)COc1ccc(Cl)cc1
 : 0 | 0 | 0 | -5.3 | · | 4 | 0.3 | -0.7 | -2
COC(=O)c1ccc(C(=O)OC)c(NC(=O)CSc2nc(-c3ccco3)cc(C(F)(F)F)n2)c1
 : · | 9 | · | -1.7 | · | · | -1.4 | 1.0 | 3
CC(NC(=O)C1CCCCC1)c1ccc2c(c1)OCCO2 (stereo not given)
 : -9 | 9 | 2 | 20 | 3 | -4 | 2.5 | 0.7 | -1
O=C1CC(c2ccc(Cl)cc2)CC(=O)C1CS(=O)(=O)c1ccccc1 (stereo not given)
 : -10 | 9 | -1 | 0.6 | 4 | -4 | -1.3 | -1.0 | -14
Cc1c(NC(=O)CSc2ncn[nH]2)c(=O)n(-c2ccccc2)n1C
 : -4 | 6 | 0 | -1.3 | 16 | 0 | 0.2 | -0.4 | 9
Cc1sc(NC(=O)c2ccco2)c(CN2CCN(c3ccccn3)CC2)c1C
 : 22 | 3 | -3 | 1.7 | 5 | -7 | 0.0 | -1.0 | -6
Cc1cccc2cc(CN(CCCO)C(=O)Nc3ccc(Cl)cc3)c(=O)[nH]c12
 : -18&8 | -2 | -2 | 2.0 | 12&6 | 3 | 1.0 | -0.1 | -2
O=C(COc1ccc(Cl)cc1)NCCSCc1ccccc1Cl
 : -26 | 0 | -1 | 1.2 | 8 | -1 | 0.3 | 0.4 | -5
CN(CC(=O)NCCc1ccccc1)S(=O)(=O)c1ccccc1
 : 2 | 13 | 0 | -0.3 | 6 | 2 | 1.2 | 0.1 | -7
NC(=O)NC(=O)COC(=O)CCCCCNS(=O)(=O)c1ccc2c(c1)OCCO2
 : 10 | -2 | -2 | 0.4 | 9 | -1 | 5.0 | 0.2 | -8
O=[n+]1c2c(n([O-])c3ccccc31)CCCC2
 : -3 | 0 | 3 | 0.7 | 10 | 22 | -0.1 | 0.1 | 0
CC1(C)OC(=O)C(=CNC(=O)c2c(F)cccc2F)C(=O)O1
 : 28 | 16 | 0 | 0.0 | 6 | -1 | 2.8 | 0.4 | 1
O=C(NCCCN1CCOCC1)C(=O)NCc1ccco1
 : 28 | 17 | 1 | -0.1 | 10 | -2 | 0.0 | 1.3 | 8
COc1ccc(NC(=O)Cn2nnc(C(=O)NCCc3ccccc3)c2N)cc1
 : -6 | 6 | -2 | 0.7 | 10 | 2 | 2.7 | -0.1 | -4
NC(N)=NC1=NC(=O)C(Cc2ccccc2)S1 (stereo not given)
 : 4 | 26 | · | -0.7 | 5 | · | 3.6 | 1.1 | -9
C/C(CC(=O)Nc1ccc(C)c(Cl)c1)=N\NC(=O)Cc1cnc(N)s1
 : 5 | 18 | -1 | 0.5 | 10 | -3 | 8.4 | 0.2 | -6
Cc1ccc(S(=O)(=O)Cn2nnnc2C(C)N2CCN(C(=O)c3ccco3)CC2)cc1 (stereo not given)
 : -18 | 6 | 0 | 0.5 | 0 | 2 | 0.2 | -1.6 | -8
COc1ccc(N/N=C(/C(C)=O)N2CCCc3ccccc32)cc1
 : 1 | -3 | 3 | 5.1 | 12 | -2 | 0.4 | 0.7 | 1
O=C(c1ccc([N+](=O)[O-])cc1Cl)N1CCN(c2ccccn2)CC1
 : -8 | 22 | 1 | 2.4 | 7 | 2 | 0.7 | 0.4 | -4
CCc1ccc(NC(=O)/C(C#N)=C\c2ccc(OC)c(C(=O)O)c2)cc1
 : 1 | 16 | · | -0.6 | 1 | · | -0.2 | 0.6 | -9

(further entries)
Every second line gives: EP2 modulator | Hck Nef HTS | Runt-CBFb FRET | TNF death inh | EP2 antag | Runt-SMMHC FRET | L929 necroptosis | PERK inh | RBBP9 inhibitor
Cn1cc(P(=S)(N2CCOCC2)N2CCOCC2)cc1P(=S)(N1CCOCC1)N1CCOCC1
 : 24 | 12 | 1 | 0.8 | 6 | -1 | 1.0 | 1.5 | -4
COc1ccc(Oc2nccc(-c3ccc(Cl)cc3)n2)cc1
 : 36 | 0 | -1 | -1.5 | 17 | -7 | 0.1 | -0.1 | -7
CC(C)NC(=O)CN(c1cccc([N+](=O)[O-])c1)S(=O)(=O)c1ccccc1
 : -4 | 14 | -1 | 0.1 | 4 | -4 | -0.7 | 0.8 | 9
CCn1c(CSc2nc(C)cc(C)n2)nnc1SCC(N)=O
 : 14 | 20 | 3 | 1.0 | 11 | -2 | 4.2 | 1.6 | -1
COCc1nnc(NC(=O)CC(C)C)s1
 : 9 | 11 | -2 | 0.0 | 9 | 5 | -0.8 | 0.9 | 1
O=C(N/N=C/c1cccc([N+](=O)[O-])c1)c1ccc2nc[nH]c2c1
 : 0 | 33 | 0 | -1.2 | 25 | -1 | -0.5 | -0.1 | -8
Cc1ccc(NC(=O)c2cc(S(=O)(=O)N3CCOCC3)c(Br)s2)cc1
 : -13 | 1 | -3 | 1.2 | 5 | 2 | 0.0 | -0.4 | -8
COC(=O)Cc1csc(Nc2ccccc2)n1
 : 0 | 2 | -3 | 4.6 | 3 | -3 | 2.7 | 0.0 | -8
Cc1c(-c2ccccc2Cl)nc2ccccc2c1C(=O)O
 : 26 | 13 | 1 | -0.9 | 6 | 0 | 1.4 | 1.5 | -8
Cc1ccc(S(=O)(=O)N(C)C)cc1NC(=O)c1n[nH]c(=O)c2ccccc12
 : 12 | 19 | -1 | 2.2 | 6 | -1 | 0.4 | 0.7 | 2
CN1CCN(Cc2nc(Cc3cccc(F)c3)no2)CC1c1ccccc1 (stereo not given)
 : -6 | 19 | 2 | 0.4 | 9 | -6 | -0.1 | 0.8 | -3
COc1ccc(C2CC(=O)C(C(c3ccc(O)cc3)C3C(=O)CC(c4ccc(OC)cc4)CC3=O)C(=O)C2)cc1 (stereo not given)
 : -44 | 10 | 15 | 0.6 | 9 | 14 | -0.4 | -1.2 | 0
Brc1ccc(-c2nnc3sc(CN4CCN(c5ccccc5)CC4)cn23)cc1
 : 14 | -1 | -2 | 0.1 | 4 | 1 | 1.4 | 0.1 | -3
COc1ccc(N2CCN(Cc3nc4ccccc4n3C)CC2)cc1
 : 3 | 3 | 2 | 1.1 | 5 | 0 | 0.9 | -0.3 | -10
Cc1cccc(C)c1NC(=O)CSc1nnc(-c2ccoc2C)n1CCc1ccccc1
 : 12 | 0 | -1 | -2.9 | · | 2 | 0.6 | -1.4 | -6
COc1ccc(C(C(=O)NC2CCCCC2)N(C(=O)Cc2c[nH]c3ccccc23)c2ccc(NC(C)=O)cc2)cc1OC (stereo not given)
 : 10 | 0 | -7 | -5.8 | 4 | -1 | -0.2 | 1.3 | -11
Cc1cc(C)nc(SCc2ccc(C(=O)N/N=C/c3ccccn3)cc2)n1
 : -31 | -6 | -1 | -0.9 | 5 | 0 | -0.1 | -0.6 | 5
CC(NC(=O)/C(=C\c1ccco1)NC(=O)c1ccccc1Br)C(=O)O (stereo not given)
 : 25 | 5 | 3 | -0.2 | 3 | 0 | -0.8 | 1.9 | -6
Cc1ccc(Cn2c(=N)n(CC(=O)c3ccccc3)c3ccccc32)cc1
 : -46 | 20 | 1 | -1.0 | 12 | 4 | 4.0 | -0.3 | -1
COc1ccc(S(=O)(=O)N(Cc2cc3cc(C)ccc3[nH]c2=O)CC2CCCO2)cc1 (stereo not given)
 : -9 | 1 | -2 | 0.7 | 7 | 0 | -0.9 | -1.7 | -1

Remaining list, next part:
Every second line gives: EP2 modulator | Hck Nef HTS | Runt-CBFb FRET | TNF death inh | EP2 antag | Runt-SMMHC FRET | L929 necroptosis | PERK inh | RBBP9 inhibitor
O=C(CO/N=C/c1ccccc1OC(F)F)NCc1ccco1
 : -9 | 20 | -1 | 1.8 | 5 | 0 | -1.0 | 0.3 | 3
COc1ccccc1C/C(N)=N/OC(=O)COc1cccc(C)c1C
 : 3 | 1 | -1 | -0.2 | 11 | 4 | 1.4 | 0.9 | -2
CCOC(=O)/C(C#N)=C1/C=CN(Cc2ccccc2)C=N1
 : -15 | 4 | -1 | -1.4 | 9 | 3 | 0.8 | 1.1 | -1
Cc1ccccc1OCc1nc(-c2ccccc2)no1
 : 2 | 2 | -2 | 0.6 | 8 | -1 | 0.7 | 1.0 | 1
Cc1ccc(NC(=O)CNc2ccc(OC(C)C)cc2)cc1
 : -25 | -15 | 2 | -1.2 | 9 | -4 | -0.6 | 0.6 | -5
CCOc1ccc(N2C(=O)CC(N(Cc3ccco3)C(C)=O)C2=O)cc1 (stereo not given)
 : 12 | 25 | 2 | 0.8 | 9 | 0 | 0.8 | 0.2 | 3
COc1ccc(CN2C(=O)c3cccc4cccc(c34)C2=O)cc1
 : 2 | 31 | 2 | 0.7 | 7 | -1 | 0.2 | 0.5 | 4
NC(=O)C(=O)N/N=C/c1c[nH]c2ccc(Br)cc12
 : -39 | 6 | 1 | -1.2 | 5 | -2 | -0.2 | 0.7 | -5
CCCn1c(NC(=O)c2cccc(S(=O)(=O)N3CCCC3)c2)nc2ccccc21
 : -5 | 52* | 0 | -2.3 | 4 | 4 | 71 | -1.1 | -17
COC(=O)[C@H](CC(C)C)NC(=O)Nc1ccc(S(N)(=O)=O)cc1
 : 2 | -5 | -2 | 0.2 | 3 | 0 | 0.0 | 1.1 | -3
N=C1C(c2nc(-c3ccc(Br)cc3)cs2)=C(O)CN1NC(=O)c1ccc([N+](=O)[O-])cc1
 : -13 | 5 | 3 | -0.2 | 5 | -10 | 0.4 | 0.4 | -2
CCC(=O)Nc1ccc(C(=O)Nc2cc(C)on2)cc1
 : -5 | 6 | 0 | 2.6 | 9 | -1 | 0.5 | 0.2 | -3
Cc1nc(Oc2ccccc2)c2oc3ccccc3c2n1
 : 10 | 0 | -2 | -2.1 | 23 | 3 | -1.4 | 0.1 | -7
COc1ccccc1N1CCN(C(=O)c2ccc(S(=O)(=O)N3CCCC3)cc2)CC1
 : 16 | -1 | -1 | -1.0 | 15 | -3 | -0.1 | 0.1 | -7
CCOC(=O)c1sc(SC)c2c1CCCC2=O
 : 27 | 20 | 0 | -1.2 | 22 | 1 | -1.2 | 0.2 | -2
OC(CNC1CCCc2ccccc21)COc1c(Cl)cccc1Cl (stereo not given)
 : -21 | 2 | -1 | 5.4 | 2 | -1 | 1.6 | -1.1 | -1
COc1cc(NC(=S)Nc2ccc(OC(F)F)cc2)cc(OC)c1
 : -101 | 15 | 8 | -2.4 | 13 | -1 | -0.5 | 0.1 | -8
CCCCC[n+]1ccn(C2=C([O-])c3ccccc3C(=O)/C2=N\S(=O)(=O)c2ccc(Br)cc2)c1
 : -3 | 9 | -4 | -11 | 11 | -11 | 3.2 | -0.4 | -2
CN(C)c1nc(N)c([N+](=O)[O-])c(NCCO)n1
 : 7 | -4 | -1 | 0.7 | 4 | 2 | 0.3 | 0.8 | -4
COc1ccc(-c2cc(C(=O)NCc3cccs3)no2)cc1
 : 13 | 37 | 1 | 4.7 | 11 | 2 | 0.5 | -0.5 | 0
